bIAP inh: bovine intestinal alkaline phosphatase inhibitors, primary screen, selectivity assay for TNAP inhibitor project, biochemical, bovine IAP, CDP-star luminescence; purified bovine IAP, 30 min; inhibition, % at 20 µM; 190,000 tested, under 10 active; AID 1019, 2008;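 active = over 50% inhibition of intestinal alkaline phosphatase at 20 µM in the single-dose screen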
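System: Purified bovine intestinal alkaline phosphatase (IAP) enzyme | Input: IAP diluted 1/65,000,000 in the well | Also added: CDP-star chemiluminescent phosphatase substrate, 30 µM final | Dosing: 20 µM single dose | Times: Enzyme reaction for 30 min at room temperature | Detection: Luminescence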
SRC2 TRFRET art: TR-FRET signal artefacts, primary screen, artefact control for PPARgamma SRC-2 agonist project, biochemical. TR-FRET artefact counter-screen; active compounds read high. TR-FRET ratio at 8 µM. 0.4% of 200,000 active; in the data active = TR-FRET ratio above about 2000; note: inactives centre near 1500
PPARg SRC1 recr: PPARgamma agonists recruiting SRC-1 coactivator, primary screen, biochemical; Peroxisome proliferator-activated receptor gamma (Homo sapiens), P37231; PPARgamma-SRC-1 coactivator recruitment biochemical assay; activation, % at 8 µM; 0.41% of 200,000 active; AID 631, 2007; in the data active = activation above about 19%;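 note: 0% = DMSO and 100% = reference agonist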
Target sequence (P37231 whole entry, looked up): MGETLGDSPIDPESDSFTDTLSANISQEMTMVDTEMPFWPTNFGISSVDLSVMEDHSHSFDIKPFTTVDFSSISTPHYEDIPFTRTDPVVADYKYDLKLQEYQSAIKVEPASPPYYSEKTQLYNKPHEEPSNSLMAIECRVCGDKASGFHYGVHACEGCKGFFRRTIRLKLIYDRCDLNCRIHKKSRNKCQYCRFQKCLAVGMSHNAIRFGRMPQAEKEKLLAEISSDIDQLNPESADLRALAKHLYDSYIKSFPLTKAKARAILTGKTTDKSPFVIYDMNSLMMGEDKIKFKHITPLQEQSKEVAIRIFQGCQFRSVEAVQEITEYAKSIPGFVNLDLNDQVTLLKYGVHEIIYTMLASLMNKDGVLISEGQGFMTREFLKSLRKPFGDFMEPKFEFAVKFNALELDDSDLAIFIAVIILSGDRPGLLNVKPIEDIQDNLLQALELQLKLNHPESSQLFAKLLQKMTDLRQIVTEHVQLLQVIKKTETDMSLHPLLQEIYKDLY
PPARg SRC2 recr: agonists of PPARg-SRC-2 recruitment, primary screen, biochemical, HTS; AID 1032, 2008; PPARgamma LBD-SRC-2 recruitment; 0.34% of 200,000 active; activation, % at 8 µM; in the data active = activation above about 22%;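 note: 0% = vehicle and 100% = reference agonist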
TNAP inh hiacc: human TNAP enzyme inhibitors, primary screen, biochemical, luminescent, high phosphate acceptor level, uHTS. AID 1135, 2008. purified TNAP, CDP-star luminescence, 1 M DEA. Alkaline phosphatase, tissue-nonspecific isozyme (Homo sapiens), P05186. inhibition, % at 20 µM. 0.03% of 200,000 active;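 active = over 50% inhibition of tissue-nonspecific alkaline phosphatase at 20 µM in the single-dose screen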;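 note: plate controls were DMSO wells for no effect and EDTA-quenched wells as full inhibition for full effect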
Target sequence (P05186 whole entry, looked up): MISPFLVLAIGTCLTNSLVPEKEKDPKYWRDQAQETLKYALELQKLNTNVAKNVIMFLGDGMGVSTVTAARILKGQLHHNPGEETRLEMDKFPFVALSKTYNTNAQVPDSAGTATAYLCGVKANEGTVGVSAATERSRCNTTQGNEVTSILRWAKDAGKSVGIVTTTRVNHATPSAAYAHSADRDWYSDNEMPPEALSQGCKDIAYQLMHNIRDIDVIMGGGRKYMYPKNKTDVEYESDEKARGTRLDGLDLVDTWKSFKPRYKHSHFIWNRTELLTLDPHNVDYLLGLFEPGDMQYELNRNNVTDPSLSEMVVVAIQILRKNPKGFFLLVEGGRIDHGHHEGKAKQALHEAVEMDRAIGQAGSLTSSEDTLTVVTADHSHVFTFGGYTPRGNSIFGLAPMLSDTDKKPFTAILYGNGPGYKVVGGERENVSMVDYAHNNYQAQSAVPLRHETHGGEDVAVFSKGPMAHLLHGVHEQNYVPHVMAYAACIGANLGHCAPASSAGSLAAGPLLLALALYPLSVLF
bIAP activator: bovine intestinal alkaline phosphatase activators, primary screen, biochemical, bovine IAP, CDP-star luminescence; purified bovine IAP, 30 min; active compounds read high; fold of DMSO-control signal, blank-subtracted; 0.17% of 200,000 active; activation factor at 20 µM; AID 1016, 2008; alkaline phosphatase, intestinal [Bos taurus];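 active = activation factor of 2 or more at 20 µM, a signal rise over negative controls twice the positive control's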
TNAP inh noacc: human TNAP enzyme inhibitors, primary screen, biochemical, luminescent, no phosphate acceptor, uHTS. purified TNAP, CDP-star luminescence, 30 min. inhibition, % at 20 µM. 0.26% of 200,000 active. AID 1012, 2008;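 active = tissue-nonspecific alkaline phosphatase inhibition above about 50% at 20 µM in the single-dose screen, limit read from the data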;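 note: 0% = DMSO negative control and 100% = EDTA positive control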
TNAP act hiacc: TNAP activators at high phosphate acceptor level, primary screen, biochemical, luminescence, uHTS; 200,000 tested, under 10 active; AID 1136, 2008; purified TNAP, CDP-star luminescence, 1 M DEA, 30 min; active compounds read high; 0 = EDTA background, 1 = DMSO-only activity; activation factor at 20 µM; Alkaline phosphatase, tissue-nonspecific isozyme (Homo sapiens), P05186;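 active = activation factor at least 2 at 20 µM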
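Dosing: 20 µM single point. System: human TNAP. Amount: TNAP 1/800 final. Incubation: 30 min, room temperature. Read-out: TNAP activation factor scaled between EDTA and DMSO control wells. Signal: luminescence from CDP-star hydrolysis. Medium: 1 M DEA, pH 9.8, Mg2+, Zn2+. Control set: EDTA negative control, DMSO positive control.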
PPARg SRC3 recr: PPARgamma agonists recruiting SRC-3 coactivator, primary screen, biochemical; Peroxisome proliferator-activated receptor gamma (Homo sapiens), P37231; biochemical PPARgamma/SRC-3 coactivator recruitment assay; activation, % at 8 µM; 0.26% of 200,000 active; AID 731, 2007; in the data active = activation above about 23%;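 note: 0% = DMSO and 100% = reference agonist; some compounds past the cut are filed as inactive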
Efa HMGR inh: inhibitors of E. faecalis class II HMGR, primary screen, biochemical, Enterococcus faecalis; purified E. faecalis HMGR, NADPH absorbance 340 nm kinetic; inhibition, % at 10 µM; 0.41% of 190,000 active; AID 1066, 2008;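 active = inhibition above a set limit, the median over all tested compounds plus 3 SD, cut at about 9.5% in these data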;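 note: enzyme runs in reverse so mevalonate oxidation gives rising NADPH absorbance; 0% = complete reaction with DMSO and 100% = background rate lacking mevalonate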
* marks the source's active call; other numbers are inactive results; / = no result given.

#1 O=C(Nc1cccc2ccccc12)C1CCN(C(=O)NCc2ccccc2)CC1
#2 CCOC(=O)c1c(-c2ccccc2)c(C(C)=O)c(=O)n(C)c1C
#3 CC(C)(C)N(NC(=O)Nc1ccc(Cl)cc1)C(=O)c1ccccc1
#4 COc1ccc(-c2nc3ccccc3c(=O)n2CCOc2cccc(C)c2C)cc1
#5 CCOc1ccc(OCCN2C(=O)NC3(CCCc4ccccc43)C2=O)cc1 (centres undefined)
#6 CCOc1ccccc1C(=O)NC(C(=O)NCc1ccc(F)cc1)C(C)C (centres undefined)

assay / compound | 1 | 2 | 3 | 4 | 5 | 6
TNAP inh hiacc | -6 | -3 | -1 | -6 | -1 | 2
bIAP inh | -5 | -7 | 6 | -26 | -2 | 3
PPARg SRC3 recr | 3 | / | -2 | 3 | 3 | 0
SRC2 TRFRET art | 1490 | / | 1610 | 1673 | 1519 | 1474
Efa HMGR inh | 4 | 1 | 2 | 0 | -6 | -3
bIAP activator | 1 | 1.1 | 0.9 | 1.3 | 1 | 1
PPARg SRC2 recr | 1 | / | -8 | 5 | 1 | -2
TNAP act hiacc | 1.1 | 1 | 1 | 1.1 | 1 | 1
PPARg SRC1 recr | 6 | / | -1 | 4 | 6 | 4
TNAP inh noacc | -14 | -18 | -14 | 6 | -12 | -10

#7 Cc1oc(C)c(C(=O)O)c1COc1ccc(C(=O)O)cc1
#8 CCCC(=O)Nc1cc2c(cc1C(C)=O)OCCO2
#9 Cc1cccc(C(=O)Nc2sc(C(=O)N3CCCC3)c(C)c2C#N)c1
#10 CCCCCCCCC(=O)NCCOc1ccccc1
#11 COC(=O)c1ccccc1NC(=O)NCc1ccccn1
#12 Cc1cc(C)c(NC(=O)CCCN2CCN(C)CC2)c(C)c1

assay / compound | 7 | 8 | 9 | 10 | 11 | 12
TNAP inh hiacc | -7 | -6 | -7 | -3 | -2 | -6
bIAP inh | 0 | 1 | 14 | 10 | -6 | -2
PPARg SRC3 recr | 3 | -2 | 1 | 3 | -6 | 0
SRC2 TRFRET art | 1378 | 1467 | 1456 | 1580 | 1550 | 1705
Efa HMGR inh | -1 | 1 | 0 | -8 | -1 | -1
bIAP activator | 1 | 1 | 0.9 | 0.9 | 1.1 | 1
PPARg SRC2 recr | 7 | 3 | 9 | -1 | -1 | 11
TNAP act hiacc | 1.1 | 1.1 | 1.1 | 1 | 1 | 1.1
PPARg SRC1 recr | 5 | 0 | 5 | 4 | 2 | 8
TNAP inh noacc | -5 | -11 | -7 | -14 | -12 | -14

#13 Cc1ccccc1OCC(=O)NC(Cc1c[nH]c2ccccc12)C(=O)O (centres undefined)
#14 Cc1ccc(C(=O)Nc2ccccc2C(N)=O)o1
#15 COc1ccc(C2C(C(=O)OCC3CCCO3)=C(C)NC3=C2C(=O)CC(c2ccco2)C3)cc1O (centres undefined)
#16 Cc1nc(SCc2cccc(Oc3ccccc3)c2)n[nH]1
#17 CCc1ccccc1NC1=NCC(=O)N1Cc1ccccc1
#18 Cc1cccc(NC(=O)Cc2ccc(F)cc2)c1

assay / compound | 13 | 14 | 15 | 16 | 17 | 18
TNAP inh hiacc | -8 | -3 | 3 | -3 | -6 | -4
bIAP inh | 10 | 3 | -4 | -10 | -5 | 8
PPARg SRC3 recr | -3 | 3 | 3 | 5 | -1 | -6
SRC2 TRFRET art | 1410 | 1534 | 1512 | 1622 | 1465 | 1461
Efa HMGR inh | 2 | -2 | 2 | -2 | -1 | -1
bIAP activator | 0.9 | 1 | 1 | 1.1 | 1 | 0.9
PPARg SRC2 recr | -3 | 2 | -6 | 12 | -3 | 6
TNAP act hiacc | 1.1 | 1 | 1 | 1 | 1.1 | 1
PPARg SRC1 recr | -10 | 0 | -7 | 4 | 3 | -5
TNAP inh noacc | -11 | -9 | -4 | -6 | -3 | -1

#19 O=C(COC(=O)c1ccccc1-c1nc2ccccc2s1)NC1CCS(=O)(=O)C1 (centres undefined)
#20 O=C(O)CSC1=NC(=Nc2ccc(Cl)cc2)C2(CCCCC2)N1c1cccc(C(=O)O)c1
#21 COc1ccc(C(=O)COC(=O)[C@H](C)Nc2ccc(C(F)(F)F)cc2[N+](=O)[O-])c(OC)c1
#22 COc1cc(OC)cc(C(=O)NNC(=O)NC2CCCCC2)c1
#23 CC(=O)SCCC(=O)Nc1ccccc1
#24 CCn1c(-c2ccccc2)csc1=Nc1ccc(O)cc1

assay / compound | 19 | 20 | 21 | 22 | 23 | 24
TNAP inh hiacc | 2 | -2 | 3 | -5 | 5 | 4
bIAP inh | -2 | 14 | 20 | 12 | 28 | 4
PPARg SRC3 recr | 4 | -1 | 0 | 10 | 2 | -4
SRC2 TRFRET art | 1570 | 1392 | 1424 | 1717 | 1684 | 1487
Efa HMGR inh | -4 | -1 | -4 | -2 | -2 | 0
bIAP activator | 1 | 0.9 | 0.8 | 0.9 | 0.7 | 1
PPARg SRC2 recr | 9 | -5 | -3 | 18 | -7 | -3
TNAP act hiacc | 1 | 1 | 1 | 1 | 1 | 1
PPARg SRC1 recr | 6 | 1 | 4 | 1 | 5 | 4
TNAP inh noacc | -9 | -8 | -3 | -8 | -5 | 1

#25 CCN(CC)CCNC(=O)/C(=N\O)c1ccccn1
#26 O=C(NCCN1CCOCC1)c1cc2sccc2n1Cc1ccc(F)cc1
#27 COc1ccc(C2=[N+]([O-])C(C)(C)N(O)C2(C)C)cc1
#28 CC(C)(C)C(=O)Nc1ccccc1N1CCN(C(=O)c2ccc(Cl)cc2)CC1
#29 COC(=O)c1ccc(-n2c(C)cc(C(=O)CCl)c2C)cc1
#30 c1ccc(-c2cnc(SCCN3CCOCC3)n2CC2CCCO2)cc1 (centres undefined)

assay / compound | 25 | 26 | 27 | 28 | 29 | 30
TNAP inh hiacc | -5 | 2 | -7 | -6 | -2 | -1
bIAP inh | -26 | -9 | 1 | 14 | 13 | 0
PPARg SRC3 recr | -2 | -1 | -5 | -6 | 2 | 7
SRC2 TRFRET art | 1355 | 1533 | 1358 | 1436 | 1556 | 1354
Efa HMGR inh | -3 | -2 | -5 | 0 | 2 | 3
bIAP activator | 1.3 | 1.1 | 1 | 0.9 | 0.9 | 1
PPARg SRC2 recr | -5 | 1 | -1 | -4 | -1 | -3
TNAP act hiacc | 1.1 | 1 | 1.1 | 1.1 | 1 | 1
PPARg SRC1 recr | -5 | -2 | -5 | 3 | 0 | -1
TNAP inh noacc | -7 | -7 | -11 | -13 | -15 | -8

#31 CCOc1ccc2c(c1)C(C)=CC(C)(C)N2C(=O)Nc1ccccc1
#32 Cc1ccnc(NC(=S)NC(=O)c2ccco2)c1
#33 COC(=O)COc1ccc(C(=O)OC)cc1
#34 COc1ccc(CC(=O)Nc2cccc(C(=O)NN3C(=O)c4ccccc4C3=O)c2C)cc1
#35 O=C(Nc1ccccc1)c1nn(-c2ccccc2)c(=O)cc1C(F)(F)F
#36 Cc1cccc(C)c1N1CCN(c2ccc3nnc(C(F)(F)F)n3n2)CC1

assay / compound | 31 | 32 | 33 | 34 | 35 | 36
TNAP inh hiacc | -1 | -3 | -4 | 5 | 8 | -4
bIAP inh | 12 | 8 | 9 | / | 14 | 10
PPARg SRC3 recr | 6 | 3 | -17 | 1 | -9 | -3
SRC2 TRFRET art | 1666 | 1713 | 1472 | 1504 | 1394 | 1473
Efa HMGR inh | 0 | 1 | -5 | -7 | -2 | -1
bIAP activator | 0.9 | 0.9 | 0.9 | 0.4 | 0.9 | 0.9
PPARg SRC2 recr | 10 | 0 | -8 | 1 | -3 | 5
TNAP act hiacc | 1 | 1 | 1 | 1 | 0.9 | 1
PPARg SRC1 recr | 5 | -5 | -2 | -6 | 0 | -2
TNAP inh noacc | -7 | -8 | -15 | -1 | 1 | -3

#37 C=CCNc1nc2c(c(=O)n(C)c(=O)n2C)n1CC
#38 COc1ccc(Nc2cc(=O)oc3ccccc23)cc1
#39 CCC(C)NC(=O)Cn1cc2c(n1)CCC(C)C2 (centres undefined)
#40 CN(C)Cc1c(C#N)c2ccccc2n1C
#41 NS(=O)(=O)c1ccc(CCNC(=O)C2Cc3ccccc3CN2C(=O)c2ccco2)cc1 (centres undefined)
#42 COc1ccc(/C=C/C(=O)Oc2cccc(/C=N/NC(=O)c3cccc(F)c3)c2)cc1

assay / compound | 37 | 38 | 39 | 40 | 41 | 42
TNAP inh hiacc | -3 | -5 | -2 | -6 | -1 | -5
bIAP inh | -12 | 22 | 0 | 5 | 4 | 1
PPARg SRC3 recr | 1 | 8 | -7 | 6 | 6 | 19
SRC2 TRFRET art | 1476 | 1627 | 1623 | 1649 | 1572 | 1413
Efa HMGR inh | -2 | -7 | -7 | -1 | -3 | -3
bIAP activator | 1.1 | 0.8 | 1 | 0.9 | 1 | 1
PPARg SRC2 recr | 1 | 6 | -2 | -8 | 5 | 6
TNAP act hiacc | 1 | 1.1 | 1 | 1.1 | 1 | 1
PPARg SRC1 recr | 7 | 1 | -5 | 0 | 6 | 4
TNAP inh noacc | -8 | -20 | 11 | -14 | -21 | 4

#43 Nc1cc(N)nc(SCC(=O)NCc2ccco2)n1
#44 COc1cccc2sc(NNC(=O)C3=COCCO3)nc12
#45 CC1CCc2c(sc(N)c2C(=O)OC(C)C)C1 (centres undefined)
#46 CCc1ccc(N(C(=O)c2snc(C(N)=O)c2N)C(C(=O)NCC2CCCO2)c2cccs2)cc1 (centres undefined)
#47 Cn1c(=NC(=O)C2CC2)sc2cccc(F)c21

assay / compound | 43 | 44 | 45 | 46 | 47
TNAP inh hiacc | -4 | -6 | -3 | -7 | -7
bIAP inh | -18 | -29 | 3 | -1 | 13
PPARg SRC3 recr | 3 | 5 | -3 | 5 | 2
SRC2 TRFRET art | 1707 | 1752 | 1415 | 1655 | 1580
Efa HMGR inh | 1 | 0 | -6 | 0 | -8
bIAP activator | 1.2 | 1.3 | 1 | 1 | 0.9
PPARg SRC2 recr | 13 | 0 | 4 | 0 | 21
TNAP act hiacc | 1 | 1.1 | 1 | 1.1 | 1.1
PPARg SRC1 recr | 8 | 7 | 7 | 3 | 5
TNAP inh noacc | -10 | -144 | -4 | -11 | -2

High-throughput results (PubChem)
